Bioassay records from PubChem BioAssay.
pAkt inh: inhibitors of Akt phosphorylation. Neuro2A IGF-stimulated pAkt S473 HTRF, 20 min; active compounds read low. activity change, % for hits at 50 µM. 0.32% of 360,000 active; in the data active = activity change below about -80%; inconclusive = mostly about -51% to -80%; also: % is scaled to controls: 0 for no effect and ±100 for the full control effect
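Neuro2A cells in DMEM with 0.5% FBS, overnight at 37 deg C, given compound at single 50 µM final, then IGF (6 nM final) for 20 min at 37 deg C. Lysed; phospho-Akt Ser473 by HTRF after 24 h, 665/615 ratio.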
Mm-Cpn inhibitor: M. maripaludis TRiC chaperonin inhibition; purified Mm-Cpn ATPase, ADP Transcreener TR-FRET; Potency, µM (series often up to 76.9 µM), inactives show top-dose activity, negative = inhibition, most hits filed as inhibitors; 0.031% of 330,000 active; AID 504842; also: potency is read from the fitted curve at half-maximal effect; % is scaled to controls: 0 for no effect and ±100 for the full control effect; nearly all actives have a fitted effect of over 80% in size
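Purified archaeal Mm-CPN (25nM final) preincubated 10 min at 37degC with compound, then 10uM ATP for 30 min at 37degC; ADP measured by HTRF Transcreener TR-FRET; buffer 30 mM TRIS pH 7.4, 100mM KCl, 5mM MgCl2, 1mM DTT.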
EPAC2 ag: EPAC2 (human) agonism | 0.079% of 360,000 active | Potency, µM (series often up to 154 µM), for the others: at the top dose activation, hits mostly activators | Q8WZA2 | AID 720711 | EPAC2 activation, biochemical qHTS; response scale: 100% = 6.5 mM cAMP response; also: potency is read from the fitted curve at half-maximal effect; nearly all actives have a fitted effect of over 50% in size
Target sequence (Q8WZA2 whole entry, looked up): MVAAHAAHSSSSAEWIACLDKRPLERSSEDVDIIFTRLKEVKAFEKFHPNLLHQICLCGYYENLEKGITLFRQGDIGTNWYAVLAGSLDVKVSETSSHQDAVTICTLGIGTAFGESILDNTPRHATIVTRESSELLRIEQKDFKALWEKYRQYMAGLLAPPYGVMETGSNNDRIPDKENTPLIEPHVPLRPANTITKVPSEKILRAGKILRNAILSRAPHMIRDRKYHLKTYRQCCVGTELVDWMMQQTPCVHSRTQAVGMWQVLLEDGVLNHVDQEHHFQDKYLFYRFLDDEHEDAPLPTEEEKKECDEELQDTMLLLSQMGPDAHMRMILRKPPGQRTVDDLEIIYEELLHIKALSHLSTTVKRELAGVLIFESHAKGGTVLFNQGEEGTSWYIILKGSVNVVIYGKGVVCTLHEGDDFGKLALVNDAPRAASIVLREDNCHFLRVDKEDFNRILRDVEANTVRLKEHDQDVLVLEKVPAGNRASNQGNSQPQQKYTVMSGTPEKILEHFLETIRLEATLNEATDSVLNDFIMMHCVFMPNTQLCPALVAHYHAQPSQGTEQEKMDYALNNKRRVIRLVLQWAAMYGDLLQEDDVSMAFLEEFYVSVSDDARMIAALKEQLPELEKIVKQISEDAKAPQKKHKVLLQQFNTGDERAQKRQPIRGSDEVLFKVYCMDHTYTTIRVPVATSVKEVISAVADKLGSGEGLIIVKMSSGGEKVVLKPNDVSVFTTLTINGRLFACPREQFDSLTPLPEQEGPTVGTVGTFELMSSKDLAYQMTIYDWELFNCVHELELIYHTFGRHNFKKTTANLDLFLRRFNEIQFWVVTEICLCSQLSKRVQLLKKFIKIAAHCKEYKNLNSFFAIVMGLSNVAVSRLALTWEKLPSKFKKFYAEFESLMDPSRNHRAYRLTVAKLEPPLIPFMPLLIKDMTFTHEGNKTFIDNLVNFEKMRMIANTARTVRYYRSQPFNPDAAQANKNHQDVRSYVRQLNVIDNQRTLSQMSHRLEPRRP
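Compounds were titrated in qHTS against a Rap1B-BODIPY-GDP (250 nM) complex with EPAC2 (100 nM) and GDP (50 uM). BODIPY-GDP release tracked at 480/540 nm over 30 min at room temperature, normalized to 6.5 mM cAMP.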
EPAC2 antag: antagonists of human EPAC2; EPAC2 GEF exchange of Rap1B-BODIPY-GDP, fluorescence; Potency, µM (titrated, usually from 114 µM), for the others: top-dose activity, negative = inhibition, actives largely listed as inhibitors; 0.18% of 360,000 active; also: potency is read from the fitted curve at half-maximal effect; % is scaled to controls: 0 for no effect and ±100 for the full control effect; nearly all actives have a fitted effect of over 45% in size; many of its hits are not listed in these tables
Nrf2 block: blocks Nrf2 signaling; Potency, µM (highest dose often 46 µM), for the others: at the top dose activity change, negative = inhibition, most hits filed as inhibitors; 2.1% of 360,000 active; A549 ARE-Fluc reporter, luciferase luminescence, 18-24 h; also: potency is read from the fitted curve at half-maximal effect; % is scaled to controls: 0 for no effect and ±100 for the full control effect; nearly all actives have a fitted effect of over 60% in size
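Nrf2 activity is the BugLite luminescence, read 15 min after reagent at room temperature, following CellTiter-Fluor cytotoxicity readout (30 min, 37C). Compound titrations were applied for 18-24 h to 5000 A549 ARE_Fluc cells/well in 5% FBS OPTI-MEM.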
CCT chaperon mod: modulators of cytosolic chaperonin (CCT/TRiC) activity; purified chaperonin ATPase assay, HTRF ADP detection, 30 min; AID 651819; 0.3% of 360,000 active; activity change, % (test concentration not listed), hits read low; in the data active = activity change below about -30%; also: % is scaled to controls: 0 for no effect and ±100 for the full control effect
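Nucleotide hydrolysis assay: TRiC at 20–40 nM final (set by batch activity) with 10 uM ATP, 30 min at 37 °C, in presence of 76 uM compound. Detection by competitive ADP HTRF, 30 min ambient.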
A549 tox: A549 cytotoxicity, counter-screen for Nrf2 inhibitors; A549 ARE-Fluc cells, CellTiter-Fluor viability, 18-24 h; Potency, µM (highest dose often 46 µM), without a hit: top-dose activity change, negative = cytotoxicity, actives largely listed as inhibitors; 0.16% of 390,000 active; AID 504648; also: potency is read from the fitted curve at half-maximal effect; % is scaled to controls: 0 for no effect and ±100 for the full control effect
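A549 ARE-Fluc cells in 5% FBS OPTI-MEM, 5000 cells/well, rested 2 h then exposed to compounds in concentration-response for 18-24 h at 37 °C. Viability by CellTiter-Fluor fluorescence (Ex 405/Em 525) after 30 min; luciferase luminescence (BugLite, 15 min, RT) read afterwards.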
Nrf2 activator: activates Nrf2 signaling; AREc32 ARE-luciferase reporter (MCF7-derived line), luminescence, 24 h; AID 624171; 0.31% of 410,000 active; Potency, µM (doses to about 46.1 µM), for inactives: top-dose activation, actives largely listed as activators; also: potency is read from the fitted curve at half-maximal effect; % of control where 0% means no effect; nearly all actives have a fitted effect of over 65% in size
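ARE-driven firefly luciferase activity in AREc32 cells measured after a 24 hr compound exposure at 37 deg C, using Steady-Glo reagent and a 30 min room-temperature hold.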
TGFb inhibitor: blocks TGF-b signaling; AID 588855; HepG2 CAGA-GFP TGF-b/SMAD3 reporter, GFP fluorescence, 18 h; TGF-beta stimulated, 500 pg/mL final; Potency, µM (doses to about 46.1 µM), for the others: at the highest dose activity, negative = inhibition, usual class: inhibitors; 1.2% of 410,000 active; also: potency is read from the fitted curve at half-maximal effect; % is scaled to controls: 0 for no effect and ±100 for the full control effect; nearly all actives have a fitted effect of over 65% in size
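Read-out: total well GFP (ex488/em500-530) summed from mean per-cell fluorescence. Cells: HEPG2 CAGA-GFP, 1% FBS DMEM, 18 h at 37 degrees C with 500 pg/mL final TGF-beta. Unstimulated wells served as the full-inhibition control; stimulated DMSO wells = 0%.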
Numbers without * were called inactive; [ ] = remark or other dose. Unless noted, calls follow the shape of the dose curve; as a rule, active = well fitted curve in the direction sought with a large enough effect; inconclusive = small, poorly fitted or top-dose-only effect, or another doubt; inactive = no such curve, though single readings can be large; an effect the other way counts as inactive or inconclusive. This is a subset, so the mix of outcomes need not match the whole.

For Cc1cccc(NC(=O)CCN2CC(C)OC(C)C2)c1 (centres undefined) the results were pAkt inh inactive, Mm-Cpn inhibitor 0%, EPAC2 ag -4%, EPAC2 antag 13%, Nrf2 block 9%, CCT chaperon mod -11, A549 tox 2%, Nrf2 activator 0.0% and TGFb inhibitor -1%.
Screening CNc1nc(-c2cccc(C(=O)N(C)C)c2)cn2ccnc12 returned pAkt inh inactive, EPAC2 ag -1%, EPAC2 antag 11%, CCT chaperon mod -0.1, Nrf2 activator 0.0%[9.22 µM] and TGFb inhibitor 2%.
Screening O[C@@H]1Cc2ccccc2O[C@H]1c1ccccc1 returned pAkt inh inactive, EPAC2 ag -1%, EPAC2 antag -5%, Nrf2 block 2%, CCT chaperon mod 1.4, A549 tox -1%, Nrf2 activator 0.5% and TGFb inhibitor -3%.
For Oc1ccc(-c2nc3ccccn3c2NCc2ccco2)cc1 the results were pAkt inh inactive, Mm-Cpn inhibitor -7%, EPAC2 ag 6%, EPAC2 antag 16%, Nrf2 block 14%, CCT chaperon mod 3.5, A549 tox 5%, Nrf2 activator 13% and TGFb inhibitor -5%.
CCc1nn2cc(-c3ccccc3)nc2s1 was read as pAkt inh inactive, Mm-Cpn inhibitor 1%, EPAC2 ag -3%, EPAC2 antag -2%, Nrf2 block inconclusive, CCT chaperon mod -2.8, A549 tox 1%, Nrf2 activator -1.5% and TGFb inhibitor 1%.
`CC(C)CNC(CC(=O)O)c1ccccc1` (centres undefined) gave pAkt inh inactive, Mm-Cpn inhibitor -2%, EPAC2 ag 7%, EPAC2 antag 15%, Nrf2 block -1%, CCT chaperon mod -3.2, A549 tox -1%, Nrf2 activator 0.0% and TGFb inhibitor 11%.
For Cc1cc(C)n(-c2ccc(C(=O)OCC(=O)Nc3ccc(Cl)c(S(=O)(=O)N(C)C)c3)cc2)n1 the results were pAkt inh inactive, Mm-Cpn inhibitor 0%, EPAC2 ag 23%, EPAC2 antag -8%, CCT chaperon mod -0.4, A549 tox 6%, Nrf2 activator 0.8% and TGFb inhibitor -1%.
`CCC1=Nc2cc(C(=O)NCCCOC)ccc2Sc2ccc(Br)cc21` gave Nrf2 block inconclusive, A549 tox -5%, Nrf2 activator -0.8% and TGFb inhibitor inconclusive.
C#CCOCCOCCOCCNc1nc(N2CCN(C(=O)[C@H]([C@@H](C)CC)n3cc([C@@H](N)CC(C)C)nn3)CC2)nc(N2CCN(C(=O)[C@H](Cc3ccc(O)cc3)n3cc([C@@H](N)CC(C)C)nn3)CC2)n1 was read as pAkt inh inactive, EPAC2 ag -2%, EPAC2 antag 21%, Nrf2 block -1%, CCT chaperon mod -1.5, A549 tox 1%, Nrf2 activator 0.0% and TGFb inhibitor inconclusive.
For Cn1cccc1CC(=O)N/N=C/c1ccc(Cl)cc1 the results were pAkt inh inactive, Mm-Cpn inhibitor -3%, EPAC2 ag 2%, EPAC2 antag 11%, Nrf2 block 4%, CCT chaperon mod 1.9, A549 tox 1%, Nrf2 activator 3.6% and TGFb inhibitor -5%.
Screening O=C(CSc1nnc(Nc2ccccc2)s1)NCCN1C(=O)CSC1=O returned pAkt inh inactive, Mm-Cpn inhibitor 0%, EPAC2 ag 12%, EPAC2 antag 9%, Nrf2 block 20%, CCT chaperon mod 2.3, A549 tox -8%, Nrf2 activator -0.3% and TGFb inhibitor 25%.
COc1cccc2c1CCc1c-2nc2ccccc2c1C(=O)O was read as pAkt inh inactive, Mm-Cpn inhibitor 2%, EPAC2 ag 11%, EPAC2 antag 2%, Nrf2 block inconclusive, CCT chaperon mod -0.3, A549 tox 4%, Nrf2 activator -0.4% and TGFb inhibitor -4%.

Two records drawn at random from the list so far:
`CCC1=Nc2cc(C(=O)NCCCOC)ccc2Sc2ccc(Br)cc21` gave Nrf2 block inconclusive, A549 tox -5%, Nrf2 activator -0.8% and TGFb inhibitor inconclusive.
For Oc1ccc(-c2nc3ccccn3c2NCc2ccco2)cc1 the results were pAkt inh inactive, Mm-Cpn inhibitor -7%, EPAC2 ag 6%, EPAC2 antag 16%, Nrf2 block 14%, CCT chaperon mod 3.5, A549 tox 5%, Nrf2 activator 13% and TGFb inhibitor -5%.

Next structures.
Screening Cc1ccc(N2C(=O)c3oc4cc(C)c(C)cc4c(=O)c3C2c2cccc(O)c2)nc1 (centres undefined) returned Nrf2 block 1%, A549 tox -5%, Nrf2 activator -0.7% and TGFb inhibitor 0%.
For CCS(=O)(=O)N1CCN(c2ccc(C(=O)NC34CC5CC(CC(C5)C3)C4)cc2[N+](=O)[O-])CC1 the results were pAkt inh inactive, Mm-Cpn inhibitor 1%, EPAC2 ag 3%, EPAC2 antag 2%, Nrf2 block -14%, CCT chaperon mod 1.3, A549 tox 2%, Nrf2 activator -1.6% and TGFb inhibitor 1%.
Cc1ccc2c(c1)NC(c1cccs1)C1=C(CC(C)(C)CC1=O)N2 (centres undefined) was read as pAkt inh inactive, Mm-Cpn inhibitor -3%, EPAC2 ag 0%, EPAC2 antag 5%, Nrf2 block -5%, CCT chaperon mod -2.1, A549 tox -4%, Nrf2 activator 0.9% and TGFb inhibitor inconclusive.
`COc1ccc(CNC(=O)COC(=O)[C@@H]2CCCN2C(=O)c2cccs2)cc1` gave pAkt inh inactive, Mm-Cpn inhibitor -1%, EPAC2 ag -2%, EPAC2 antag 2%, Nrf2 block -1%, CCT chaperon mod -0.7, A549 tox 2%, Nrf2 activator -0.8% and TGFb inhibitor -2%.
Cc1ccc(N(CC(=O)Nc2ccccc2-c2ccccc2)S(=O)(=O)c2ccccc2)c(C)c1 was read as pAkt inh inactive, Mm-Cpn inhibitor 0%, EPAC2 ag 12%, EPAC2 antag 5%, Nrf2 block 2%, CCT chaperon mod -0.9, A549 tox 20%, Nrf2 activator 3.0% and TGFb inhibitor -24%.
For CCN(CC)C(=O)[C@H]1CC(CC(=O)NCCN2CCOCC2)C(=O)N2CCc3c([nH]c4ccc(OC)cc34)[C@]12C (some centres undefined) the results were pAkt inh inactive, Mm-Cpn inhibitor 1%, EPAC2 ag 9%, EPAC2 antag -6%, Nrf2 block 3%, CCT chaperon mod -2.4, A549 tox 4%, Nrf2 activator 0.2% and TGFb inhibitor -3%.
Screening CC(C)(C)CC(=O)NCc1cccs1 returned pAkt inh inactive, Mm-Cpn inhibitor -1%, EPAC2 ag 1%, EPAC2 antag -1%, Nrf2 block 1%, CCT chaperon mod -2.4, A549 tox 0%, Nrf2 activator 0.1% and TGFb inhibitor 5%.
Screening CCN(CC)c1ccc(C(=O)OCC(=O)Nc2ccccc2-c2ccccc2)cc1 returned pAkt inh inactive, Mm-Cpn inhibitor -10%, EPAC2 ag 21%, EPAC2 antag 2%[57.1 µM], Nrf2 block inconclusive, CCT chaperon mod -1.5, A549 tox 9%, Nrf2 activator 0.1% and TGFb inhibitor -5%.
Screening Cc1cc(C)nc(SCC(=O)NCc2ccco2)n1 returned pAkt inh inactive, Mm-Cpn inhibitor 1%, EPAC2 ag 1%, EPAC2 antag 10%, Nrf2 block 13%, CCT chaperon mod 1.6, A549 tox -1%, Nrf2 activator 0.2% and TGFb inhibitor 5%.
`O=c1c2ccccc2nc(-c2ccco2)n1CCc1ccc(O)cc1` gave pAkt inh inactive, Mm-Cpn inhibitor -3%, EPAC2 ag 1%, EPAC2 antag -3%, Nrf2 block -33%, CCT chaperon mod 0.3, A549 tox -12%, Nrf2 activator 0.9% and TGFb inhibitor 13%.
Screening C/C=C/c1ccc(OCCCCN(C)Cc2ccccc2)c(OC)c1 returned pAkt inh inactive, Mm-Cpn inhibitor -4%, EPAC2 ag 8%, EPAC2 antag 9%, Nrf2 block 1%, CCT chaperon mod -1.8, A549 tox -5%, Nrf2 activator 2.8% and TGFb inhibitor -17%.
For c1ccc2ncc(-n3cnnn3)cc2c1 the results were pAkt inh inactive, Mm-Cpn inhibitor 0%, EPAC2 ag 4%, EPAC2 antag 17%, Nrf2 block 9%, CCT chaperon mod -1.4, A549 tox -1%, Nrf2 activator 0.4% and TGFb inhibitor inconclusive.
For CC(C)(C)S(=O)(=O)N1C[C@H]2CC/C=C\C/C(c3ccccc3)=C\2[C@@H]1CCO the results were pAkt inh inactive, EPAC2 ag 6%, EPAC2 antag -14%, Nrf2 block inconclusive, CCT chaperon mod 0.1, A549 tox -1%, Nrf2 activator 1.0% and TGFb inhibitor -3%.
For CC(=O)Nc1ccc(C(=O)Nc2ccc3c(c2)OCCO3)cc1 the results were pAkt inh inactive, Mm-Cpn inhibitor 0%, EPAC2 ag 4%, EPAC2 antag -5%, Nrf2 block 1%, CCT chaperon mod -2.4, A549 tox 4%, Nrf2 activator 0.1% and TGFb inhibitor -8%.
Fc1ccccc1CSc1nc2ccccc2[nH]1 was read as pAkt inh inactive, Mm-Cpn inhibitor -2%, EPAC2 ag -3%, EPAC2 antag -4%, Nrf2 block inconclusive, CCT chaperon mod 1.9, A549 tox 1%, Nrf2 activator 3.1% and TGFb inhibitor 6%.
For Cn1cc(S(=O)(=O)NC2CCCCC2)c(=O)n(C)c1=O the results were pAkt inh inactive, Mm-Cpn inhibitor 0%, EPAC2 ag 8%, EPAC2 antag 11%, Nrf2 block 3%, CCT chaperon mod 1.5, A549 tox -5%, Nrf2 activator 0.6% and TGFb inhibitor 10%.
Screening O=C(Nc1ccc(Cl)c(Cl)c1)N1N=CCC1c1ccccc1 (centres undefined) returned pAkt inh inactive, Mm-Cpn inhibitor -2%, EPAC2 ag 10%, EPAC2 antag -8%, Nrf2 block 16µM*, CCT chaperon mod -3.3, A549 tox inconclusive, Nrf2 activator 4.1% and TGFb inhibitor 6%.
